# OX1R antag-1: human HCRTR1 antagonism. O43613. CHO/OX1R cells, Fluo-8 calcium fluorescence, orexin A. inhibition, % at 5 µM. 330,000 compounds, 0.43% hits. AID 434989;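 active means inhibition above its plate's threshold, mean inhibition of all tested compounds on the plate plus 3 SD, cut at about 37% in these data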;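 further: 0% = orexin A challenge wells and 100% = SB-334867-A antagonist wells; not every result past the cut was called active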
# Target sequence (O43613 whole entry, looked up): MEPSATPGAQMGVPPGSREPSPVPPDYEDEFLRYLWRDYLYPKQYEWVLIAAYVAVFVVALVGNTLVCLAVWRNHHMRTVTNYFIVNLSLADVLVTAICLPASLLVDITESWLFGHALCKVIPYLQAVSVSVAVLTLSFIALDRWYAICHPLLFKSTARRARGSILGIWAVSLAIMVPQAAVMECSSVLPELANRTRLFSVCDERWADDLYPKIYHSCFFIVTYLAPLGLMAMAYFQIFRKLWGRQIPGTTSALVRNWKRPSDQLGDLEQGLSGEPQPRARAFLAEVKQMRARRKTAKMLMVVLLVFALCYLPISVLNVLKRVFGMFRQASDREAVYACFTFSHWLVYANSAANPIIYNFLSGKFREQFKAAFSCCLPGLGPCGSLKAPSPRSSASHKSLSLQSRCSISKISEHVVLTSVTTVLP
# OX1R antag-2: blocks the human orexin 1 receptor. OX1R-expressing cells, FRET antagonist read-out. inhibition, % at 6.6 µM. 330,000 compounds, 1.8% hits. O43613. AID 485270; in the data active means inhibition mostly above about 38%, no sharp cut-off; inactive means mostly below about 40%;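 further: 0% = agonist challenge alone and 100% = reference antagonist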
# * marks the source's active call; other numbers are inactive results; & = joins results of further samples.
SMILES,OX1R antag-1,OX1R antag-2
CCOC(=O)Cc1csc(SCC(=O)Nc2oc(C)c3c(C)n[nH]c(=O)c23)n1,-24.3,16.8
CC(OC(=O)CCCN=C1NS(=O)(=O)c2ccccc21)C(=O)Nc1ccc(F)c(F)c1F (stereo unspecified),-15.7,19.4
CN(CC(=O)Nc1cccc(F)c1)CC(=O)NC(c1ccccc1)c1ccccc1,3.9,8.6
O=C(Nc1ccccc1Cl)c1ccccc1Cc1ccccc1,-26.5,49.9
Cc1c(Cl)ccc2c(C(=O)Nc3cc(C(C)(C)C)on3)cc(-c3ccccn3)nc12,-11.0,21.7
CCOC(=O)N1CCN(S(=O)(=O)c2ccc(C(=O)Nc3sc4c(c3C(N)=O)CC(C)(C)NC4(C)C)cc2)CC1,-12.1,12.9
O=C(Nc1ccccc1)N1CCN2C(=O)c3ccccc3C12c1ccccc1 (stereo unspecified),-12.6,24.7
Cc1[nH]nc2c1/C(=N\O)CC(C)(C)C2,-11.0,13.8
CCc1ccc(N=c2c([N+](=O)[O-])nn(-c3ccc4c(c3)OCCO4)n2O)cc1,-11.2,25.2
O=C(Nn1c(O)c(C=C2N=c3ccccc3=N2)sc1=S)c1ccccc1Cl,4.4,-6.8
COc1cccc(CSc2nnc(-c3ccncc3)n2N)c1,-4.9,-9.2
O=C1N2c3ccccc3CCc3cccc(c32)C1(O)C(F)(F)F (stereo unspecified),-7.9,14.0
COc1ccc(C(=O)NCCNC(C)=O)cc1S(=O)(=O)NCc1ccc(Cl)cc1,-18.5,16.4
CCN(CC)CCSc1nnc2c3cc(F)ccc3n(Cc3ccccc3)c2n1,-26.9,4.3
CCn1nnnc1SCC(=O)N1c2ccccc2CCc2ccccc21,-13.6,20.0
COCCN(C(=S)Nc1c(C)cc(C)cc1C)C(C)c1cccnc1 (stereo unspecified),-1.4,-1.8
CCOP(=O)(OCC)/C(C#N)=C/c1ccc([N+](=O)[O-])cc1,-7.7,0.4
Cc1cccc(NC(=O)C2C(c3ccccc3)C2(Cl)Cl)c1 (stereo unspecified),-7.3,27.1
Cc1cc2c3c(ccc(C)c3n1)N=CN2c1ccccc1,-25.5,42.2
COc1cccc(C2C(C#N)=C(N)Oc3cc(C)n(Cc4ccco4)c(=O)c32)c1 (stereo unspecified),-10.4,22.6
CCC1(C)Cc2ccccc2-c2nc(SC)[nH]c(=O)c21 (stereo unspecified),-16.0,-8.9
COc1ccccc1/C=C(/C(=O)OCC(N)=O)c1ccccc1,-15.2,12.0
COc1cccc(C2=NOC(C(=O)Nc3c(C)n(C)n(-c4ccccc4)c3=O)C2)c1 (stereo unspecified),-17.1,3.5
CN(c1ccccc1)S(=O)(=O)c1ccc(C(=O)NCCc2ccccc2)cc1,-4.2,9.8
Cc1ccccc1OCC(O)Cn1c(=N)n(CCN2CCOCC2)c2ccccc21 (stereo unspecified),-33.2&-14.6,14.7&2.7
COc1ccc2oc(=O)c(C(=O)N3CCCC3)cc2c1,13.5,0.5
COc1ccccc1N1CCN(C2CCCN(Cc3c(F)cccc3F)C2)CC1 (stereo unspecified),-29.9,10.4
CCOC(=O)c1sc(N2C(=O)C(O)=C(C(=O)c3ccco3)C2c2ccco2)nc1C (stereo unspecified),-6.0,18.6
CCN(CC)C(=O)C1CCCN(C(=O)Nc2ccc3nsnc3c2)C1 (stereo unspecified),-11.1,23.7
Cc1ccc(N2C(=O)c3ccc(C(=O)N4CCOCC4)cc3C2=O)cc1C,-15.3,35.3
CC(C)CC(=O)NC(=S)Nc1sc2c(c1C(N)=O)CCC2,-0.1,15.6
CC(NC(=O)Cc1ccc(NC2=NC3CS(=O)(=O)CC3S2)cc1)c1ccccc1 (stereo unspecified),2.6,4.8
CCOc1ccc(OCCCCOc2ccccc2C(C)=O)cc1,-37.7,4.8
COc1ccc(CCNC(=O)CSc2nnc3ccc(-c4cccnc4)nn23)cc1OC,-10.6,32.9
Cc1c(N2C(=O)CS/C2=N\N=C\c2ccc(Br)cc2)c(=O)n(-c2ccccc2)n1C,-31.1,10.3
CCOc1ccc(CN2CCN(C3CCC3)CC2CCO)cc1 (stereo unspecified),-9.8,13.2

# Entries shown so far containing two or more sulfur atoms, in the order listed:
SMILES,OX1R antag-1,OX1R antag-2
CCOC(=O)Cc1csc(SCC(=O)Nc2oc(C)c3c(C)n[nH]c(=O)c23)n1,-24.3,16.8
CCOC(=O)N1CCN(S(=O)(=O)c2ccc(C(=O)Nc3sc4c(c3C(N)=O)CC(C)(C)NC4(C)C)cc2)CC1,-12.1,12.9
O=C(Nn1c(O)c(C=C2N=c3ccccc3=N2)sc1=S)c1ccccc1Cl,4.4,-6.8
CC(C)CC(=O)NC(=S)Nc1sc2c(c1C(N)=O)CCC2,-0.1,15.6
CC(NC(=O)Cc1ccc(NC2=NC3CS(=O)(=O)CC3S2)cc1)c1ccccc1 (stereo unspecified),2.6,4.8

# The list goes on:
SMILES,OX1R antag-1,OX1R antag-2
O=C(Nc1ccc(F)c([N+](=O)[O-])c1)c1ccc2c(c1)OCCO2,-13.4,18.1
COc1cc(NC(=O)C2=C(C)OCCS2)c(Cl)cc1C(=O)NCCN1CCN(C)CC1,-24.5,10.8
Cc1cc(OCC(=O)NC2CCCCC2)ccc1Cl,-16.3,5.3
CC(=O)c1cnc2cc(-c3cccc(Br)c3)nn2c1C,-17.8,22.9
CCOC(=O)N1CCN(C(=S)NC2CCCC2)CC1,-2.8,7.3
COc1cccc(C(C(=O)NC2CCCC2)N(C(=O)c2csnn2)C2CC2)c1 (stereo unspecified),-15.4,3.3
CC(C(=O)Nc1ccccc1)N1C(=O)c2ccccc2C1=O (stereo unspecified),-7.2,5.4
COc1cccc(C(=O)n2c(SC)nc3cc4c(cc32)OCCO4)c1,-10.3,8.2
Cc1[nH][nH]c(=O)c1C(c1ccc(O)c(Br)c1)c1c(C)[nH][nH]c1=O,-2.5,4.7
CCOc1ccc(-c2nnc(-c3ccccc3)n2-c2ccccc2)cc1,-14.2,16.1
NC1=NC(=O)/C(=C/c2cccs2)S1,-7.5,18.2
COc1ccccc1NC(=O)COC(=O)COc1cccc2c1OC(C)(C)C2,-38.8,16.4

# Reprinted from the part before: three entries; new compounds follow.
SMILES,OX1R antag-1,OX1R antag-2
CCOc1ccc(-c2nnc(-c3ccccc3)n2-c2ccccc2)cc1,-14.2,16.1
NC1=NC(=O)/C(=C/c2cccs2)S1,-7.5,18.2
COc1ccccc1NC(=O)COC(=O)COc1cccc2c1OC(C)(C)C2,-38.8,16.4
CCC1(c2ccccc2)NC(=O)N(CC(=O)N2CCc3ccccc32)C1=O (stereo unspecified),-11.1,4.1
COc1ccc(NC(=O)Nc2c(C)n(C)n(-c3ccccc3)c2=O)cc1,-9.9,10.2
Cc1ccccc1CNC(=O)Nc1ccc(Cl)cc1,-7.7,9.2
COc1ccc(OC)c(CC(NC(C)=O)C(=O)NC2CCN(c3cc(C)nc4ncnn34)CC2)c1 (stereo unspecified),-3.4,-0.5
CCCCn1c(N)c(N(CC)C(=O)c2cc(S(=O)(=O)N3CCCCCC3)ccc2OC)c(=O)[nH]c1=O,-19.7,20.8
O=C(NCCOc1ccccc1)c1ccccc1Cl,-13.4,-7.8
CCOc1cccc(C(=O)Nc2ccc3ccccc3c2)c1,-27.4,39.0
CN(C)S(=O)(=O)c1cccc(NC(=O)COC(=O)c2c[nH]c(=O)[nH]c2=O)c1,-13.2,22.7
CCOC(=O)N1CCC(NC(=O)c2cc(S(=O)(=O)N3CCc4ccccc43)cn2C)CC1,-28.2,14.3
COc1cccc(CNC(=O)CCC2CCCN(C(=O)C3=CC(=O)CC(C)(C)O3)C2)c1 (stereo unspecified),-29.2,36.8
CCOC(=O)c1cnc(-n2nc(C)cc2C)nc1Oc1ccc(C#N)cc1,-12.1,2.1
CC1CC(C)CN(C(=O)c2cccc(S(=O)(=O)NCc3ccccc3)c2)C1 (stereo unspecified),-11.3,14.0

# Reformatted: 5 of the compounds above.
mol	OX1R antag-1	OX1R antag-2
COc1ccc(NC(=O)Nc2c(C)n(C)n(-c3ccccc3)c2=O)cc1	-9.9	10.2
CCOC(=O)c1cnc(-n2nc(C)cc2C)nc1Oc1ccc(C#N)cc1	-12.1	2.1
CN(C)S(=O)(=O)c1cccc(NC(=O)COC(=O)c2c[nH]c(=O)[nH]c2=O)c1	-13.2	22.7
CCOC(=O)N1CCC(NC(=O)c2cc(S(=O)(=O)N3CCc4ccccc43)cn2C)CC1	-28.2	14.3
Cc1ccccc1CNC(=O)Nc1ccc(Cl)cc1	-7.7	9.2

# (more compounds)
SMILES,OX1R antag-1,OX1R antag-2
CCOC(=O)c1nn(-c2ccc(C)c(C)c2)c(=O)c2c(N)scc12,-12.6,24.4
CC(C)NC(=O)c1ccccc1NC(=O)Cc1ccc([N+](=O)[O-])cc1,-43.0,30.9
CCOC(=O)c1cn[nH]c1N,-9.5,16.1
CCC(=O)CCC(=O)c1ccc2ccccc2c1,-0.8,15.2
CN(C(=O)CCCN1C(=O)c2cccc3cccc(c23)C1=O)c1ccccc1,-24.3,27.4
O=C(NC(Cc1ccccc1)C(=O)O)/C(=C/c1ccc([N+](=O)[O-])cc1)NC(=O)c1ccco1 (stereo unspecified),5.5,25.2
O=C1CN(C(=O)c2ccc(Cl)c(S(=O)(=O)N3CCc4ccccc43)c2)c2ccccc2N1,-23.8,26.5
CCOC(=O)C1=C(CN2CCN(C(=O)OCC)CC2)NC(=O)NC1c1ccc2c(c1)OCO2 (stereo unspecified),-24.6,23.7
CC1CCC/C(=N/Nc2nc3ccccc3s2)C1 (stereo unspecified),-16.7,14.0
Cc1ccc(CN2CCN(/N=C\c3cccc([N+](=O)[O-])c3)CC2)cc1,-31.1,43.1
COCCn1c(N)c(N(Cc2ccccc2)C(=O)C2CCCC2)c(=O)[nH]c1=O,-8.7,24.7
Cc1[nH]n(-c2cccc3ccccc23)c(=O)c1C=Nc1ccc2[nH]c(=O)[nH]c2c1,-16.2,28.3
NCCCS(=O)(=O)O,3.0&-11.9,16.8&8.0
COC(=O)c1ccccc1NC(=O)c1ccc(-c2ccccc2F)o1,-8.3,-0.8
COc1ccc2ccccc2c1CN1CCN(C(=O)c2ccccc2)CC1,-44.8,5.0
CSc1nnc(Cn2c(=O)sc3ccccc32)n1CCc1ccccc1,-20.2,10.1
Cc1ccnc(SCC(N)=O)n1,-12.3,1.7
Cc1nn(-c2ccccc2)c(Cl)c1/C=N/Nc1nnc(C)c(=O)[nH]1,-14.1,14.7
Cc1c(NC(=O)CN2C(=O)NC(C)(c3ccc(Cl)cc3)C2=O)c(=O)n(-c2ccccc2)n1C (stereo unspecified),-1.5,6.8
C/C(NC(=O)c1cccc(F)c1)=C1/C(=O)C[C@@H]2[C@H]1C2(C)C,-13.2,11.1
CCN(CC)CCN1C(=O)c2ccccc2NC1c1ccc(Br)cc1 (stereo unspecified),-39.4,18.5
COCc1cc(=O)n2[nH]c(C)nc2n1,5.2,2.3
CC1CCN(CC(=O)Nc2nn(-c3ccccc3)nc2C(N)=O)CC1,-4.7,8.5
COc1cc(OC)c(C2=NOC(C(=O)Nc3cc(C)nn3-c3ccccc3)C2)cc1Cl (stereo unspecified),-26.8,19.0
O=C(NCCOCCOCCNC(=O)c1ccccc1)c1ccccc1,-9.1,8.1
COc1ccc(N2CCN(S(=O)(=O)CCNC(=O)Cc3ccc([N+](=O)[O-])cc3)CC2)cc1,-40.8,17.1
NC(=O)c1cccc(CC(=O)c2ccccc2)c1,-9.7,13.0
O=C(NNc1ccnc2cc(Cl)ccc12)C1CCCCC1,30.6,43.4
O=C(CSc1nc2ccccc2[nH]1)Nc1cccc(S(=O)(=O)N2CCOCC2)c1,-2.1,36.1
COc1cc(CCC(=O)OCC(=O)Nc2ccc(C)cc2Br)cc(OC)c1OC,-27.8,19.3
O=C(CC(c1ccccc1)c1ccco1)N1CCCCC1 (stereo unspecified),-29.2,14.2
COc1cc(S(=O)(=O)N2CCN(C)CC2)ccc1Cl,-17.4,3.6
COC(=O)C1(C(F)(F)F)N=C(N(C)C)OC(N(C)C)=N1,-20.0,1.8

# Among those listed so far, these contain a CF3 group.
SMILES,OX1R antag-1,OX1R antag-2
O=C1N2c3ccccc3CCc3cccc(c32)C1(O)C(F)(F)F (stereo unspecified),-7.9,14.0
COC(=O)C1(C(F)(F)F)N=C(N(C)C)OC(N(C)C)=N1,-20.0,1.8

# Assay outcomes: PubChem, The Scripps Research Institute Molecular Screening Center
